# eLon inh: inhibitors of E. coli Lon protease, primary screen, biochemical, fluorescence polarization; inhibition, % at 7.94 µM; actives 0.42% (n = 360,000); purified E. coli Lon protease; AID 602123, 2011; in the data active = inhibition above about 13%, passing the limit was not always enough;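 note: 0% = enzyme with probe and DMSO and 100% = no enzyme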
# NRP1-CendR mod: modulators of CendR peptide binding to NRP-1, primary screen, biochemical, fluorescence polarization, uHTS; Neuropilin-1 (Homo sapiens), O14786; FAM-RPARPAR peptide binding to NRP-1; inhibition, % at 25 µM; actives 0.85% (n = 360,000);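 active = inhibition or corrected inhibition above about 18%, plus a signal ratio from 0.5 to 1.5, limit read from the data, passing the limit was not always enough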; note: strong numbers were not always called active
# SKN-1 block: suppressors of acrylamide-induced Pgst-4::GFP reporter in worms, primary screen, SKN-1 inhibitor project, whole organism, uHTS, GFP/RFP fluorescence ratio, strain VP596; C. elegans VP596 Pgst-4::GFP/RFP ratio, 24 h; inhibition, % at 21.8 µM; actives 0.49% (n = 360,000); AID 624304, 2012;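 active = interference check ratio from 0.5 to 1.5 plus GFP to RFP signal ratio inhibition reaching or exceeding a fixed threshold, cut at about 30% in these data, passing the limit was not always enough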; note: some compounds called inactive have numbers as strong as hits
# FAS-TE inh: FAS thioesterase domain inhibitors, primary screen, biochemical, fluorescence intensity, uHTS | AID 602261, 2012 | recombinant FAS-TE, OMFH fluorogenic substrate, fluorescence endpoint | inhibition, % at 15 µM | Fatty acid synthase (Homo sapiens), P49327 | actives 0.67% (n = 360,000);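 active = compounds whose normalised, plate-corrected inhibition of enzyme fluorescence in the single-dose primary screen is 50% or more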;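 note: 0% = DMSO with enzyme and 100% = substrate without enzyme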
# Target sequence (P49327 whole entry, looked up, the tested form may be a part): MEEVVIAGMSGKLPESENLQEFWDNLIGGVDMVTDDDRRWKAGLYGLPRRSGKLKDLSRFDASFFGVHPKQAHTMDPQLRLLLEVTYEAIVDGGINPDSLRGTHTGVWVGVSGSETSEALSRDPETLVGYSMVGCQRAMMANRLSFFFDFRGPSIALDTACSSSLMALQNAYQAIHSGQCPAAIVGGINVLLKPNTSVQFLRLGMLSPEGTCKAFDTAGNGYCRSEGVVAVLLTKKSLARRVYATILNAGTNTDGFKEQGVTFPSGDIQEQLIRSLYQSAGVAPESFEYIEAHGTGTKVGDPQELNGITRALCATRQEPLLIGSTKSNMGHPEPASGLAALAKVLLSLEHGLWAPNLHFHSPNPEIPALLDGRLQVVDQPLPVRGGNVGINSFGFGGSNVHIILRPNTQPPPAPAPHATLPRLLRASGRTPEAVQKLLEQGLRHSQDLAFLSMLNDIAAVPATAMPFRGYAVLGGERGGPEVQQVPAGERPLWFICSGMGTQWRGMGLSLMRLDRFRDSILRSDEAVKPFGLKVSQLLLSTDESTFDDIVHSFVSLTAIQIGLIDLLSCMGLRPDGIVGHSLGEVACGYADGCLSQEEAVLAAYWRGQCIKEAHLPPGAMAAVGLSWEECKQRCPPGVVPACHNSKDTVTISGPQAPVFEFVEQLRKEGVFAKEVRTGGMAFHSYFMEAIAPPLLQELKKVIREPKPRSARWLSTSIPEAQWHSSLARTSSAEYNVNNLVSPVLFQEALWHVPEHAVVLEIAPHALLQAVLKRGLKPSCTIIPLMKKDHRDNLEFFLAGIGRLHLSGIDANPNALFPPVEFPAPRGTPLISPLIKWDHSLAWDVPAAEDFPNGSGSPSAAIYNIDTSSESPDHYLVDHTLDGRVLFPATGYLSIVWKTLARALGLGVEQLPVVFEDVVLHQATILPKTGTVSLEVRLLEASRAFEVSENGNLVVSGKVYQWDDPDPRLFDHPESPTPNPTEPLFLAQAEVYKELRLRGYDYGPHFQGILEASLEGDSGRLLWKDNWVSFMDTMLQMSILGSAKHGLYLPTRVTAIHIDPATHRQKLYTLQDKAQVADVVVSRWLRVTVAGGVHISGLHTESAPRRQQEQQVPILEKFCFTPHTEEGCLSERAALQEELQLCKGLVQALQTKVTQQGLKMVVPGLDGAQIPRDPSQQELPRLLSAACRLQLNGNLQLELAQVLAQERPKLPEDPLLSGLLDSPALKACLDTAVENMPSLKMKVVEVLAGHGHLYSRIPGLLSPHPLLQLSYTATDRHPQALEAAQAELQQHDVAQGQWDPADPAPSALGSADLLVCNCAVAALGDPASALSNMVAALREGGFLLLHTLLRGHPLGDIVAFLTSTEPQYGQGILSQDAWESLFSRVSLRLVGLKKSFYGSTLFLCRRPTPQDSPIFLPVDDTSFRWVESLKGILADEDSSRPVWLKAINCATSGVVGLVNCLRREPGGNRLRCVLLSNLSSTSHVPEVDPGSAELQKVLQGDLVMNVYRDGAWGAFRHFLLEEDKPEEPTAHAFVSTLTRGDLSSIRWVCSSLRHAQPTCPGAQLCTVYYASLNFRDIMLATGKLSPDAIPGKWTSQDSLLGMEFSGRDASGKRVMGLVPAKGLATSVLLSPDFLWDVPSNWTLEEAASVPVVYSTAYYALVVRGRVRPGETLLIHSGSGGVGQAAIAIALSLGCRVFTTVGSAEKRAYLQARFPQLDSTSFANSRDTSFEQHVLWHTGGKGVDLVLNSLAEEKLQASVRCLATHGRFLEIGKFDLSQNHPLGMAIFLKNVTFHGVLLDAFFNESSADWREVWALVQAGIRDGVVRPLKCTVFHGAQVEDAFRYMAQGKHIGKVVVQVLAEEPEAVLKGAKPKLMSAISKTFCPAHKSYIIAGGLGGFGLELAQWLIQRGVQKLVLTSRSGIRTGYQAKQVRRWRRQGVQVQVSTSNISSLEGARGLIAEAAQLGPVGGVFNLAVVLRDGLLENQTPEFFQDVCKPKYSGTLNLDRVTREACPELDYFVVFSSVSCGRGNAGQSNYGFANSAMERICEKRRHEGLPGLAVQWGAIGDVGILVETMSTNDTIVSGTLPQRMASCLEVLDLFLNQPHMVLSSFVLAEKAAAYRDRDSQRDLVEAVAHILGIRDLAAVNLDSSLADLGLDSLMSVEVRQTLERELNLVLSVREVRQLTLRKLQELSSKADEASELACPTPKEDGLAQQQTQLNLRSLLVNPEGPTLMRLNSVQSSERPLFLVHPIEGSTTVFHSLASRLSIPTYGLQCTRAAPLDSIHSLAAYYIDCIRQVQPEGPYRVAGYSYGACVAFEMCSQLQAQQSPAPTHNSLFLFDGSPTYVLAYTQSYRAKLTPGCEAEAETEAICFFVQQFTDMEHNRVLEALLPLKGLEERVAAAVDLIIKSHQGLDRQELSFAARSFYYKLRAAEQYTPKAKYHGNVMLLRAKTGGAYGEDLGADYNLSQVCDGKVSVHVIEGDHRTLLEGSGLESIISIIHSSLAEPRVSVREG
# MT1-MMP act inh: blockers of MT1-MMP proenzyme processing, primary screen, HT1080 RFP-PRO-GFP cells, GFP/RFP fluorescence; GFP/RFP ratio fluorescence, overnight; percent of plate control window, DMSO zero; Matrix metalloproteinase-14 (Homo sapiens), P50281; GFP/RFP ratio change, % at 20 µM; actives 0.061% (n = 360,000);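 active = GFP/RFP ratio change of at least 30% with cell ATP level not reduced by more than half and red fluorescence within 50% of control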; note: strong numbers were not always called active
#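 Material – HT1080 RFP-PRO-GFP cells · Control set – DMSO wells and RFP-L50D-GFP cells · Incubation – overnight cell settling, then overnight compound exposure, 37 °C, 5% CO2 · Compound dosing – single-point 20 µM compound, 1% DMSO · Read-out – GFP/RFP fluorescence ratio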
# bovine MsrA act: bovine MsrA enzyme activators, primary screen, biochemical, absorbance, HTS; purified bovine MsrA, absorbance read-out; activation, % at 10.6 µM; actives 0.3% (n = 360,000); AID 602163, 2012; in the data active = activation above about 7.5%;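 note: 0% = vehicle and 100% = reference activator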
# MsrA inhibitor: bovine MsrA enzyme inhibitors, primary screen, biochemical, absorbance, HTS | inhibition, % at 15.5 µM | actives 0.75% (n = 360,000) | AID 651718, 2012 | purified bovine MsrA, absorbance read-out | Methionine sulfoxide reductase A (Bos taurus); in the data active = inhibition above about 4.5%;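 note: 0% = vehicle wells with enzyme and 100% = reference inhibitor wells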
# MLLE-PAM2 inh: inhibitors of PABP1 MLLE–PAM2 peptide binding, primary screen, biochemical, fluorescence polarization, FITC-PAM2, GST-MLLE; Polyadenylate-binding protein 1 (Homo sapiens), P11940; inhibition, % at 20 µM; actives 0.36% (n = 360,000); in the data active = inhibition above about 35%, passing the limit was not always enough;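 note: plate controls were DMSO wells with GST-MLLE for no effect and wells lacking GST-MLLE protein for full effect; some results filed as inactive read as strong as hits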
# Tb MetRS inh: T. brucei MetRS inhibitors, primary screen, biochemical, luminescence; purified T. brucei MetRS, ATP depletion, Kinase-Glo luminescence; inhibition, % at 11.9 µM; actives 0.4% (n = 360,000); AID 624268, 2012;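 active = inhibition above a per-plate cutoff of the control wells' mean inhibition plus 3 SD, cut at about 5.5% in these data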;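 note: 0% = DMSO wells median and 100% = median of wells with control inhibitor compound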
#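 Assay system: T. brucei methionyl-tRNA synthetase, purified | Medium: HEPES buffer with MgCl2, KCl, DTT, spermine, BSA, pyrophosphatase | Compound: 11.9 µM single point | Incubation: 15 min enzyme-compound preincubation, 2 h reaction, 10 min detection, 25 °C | Measured by: Kinase-Glo luciferase luminescence reporting remaining unconsumed ATP | Measure: % inhibition normalized to control-well medians | Replication: Singlicate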
# Active calls of the source: *; · = not tested or not shown.
no.	compound	eLon inh	NRP1-CendR mod	SKN-1 block	FAS-TE inh	MT1-MMP act inh	bovine MsrA act	MsrA inhibitor	MLLE-PAM2 inh	Tb MetRS inh
1	O=c1c2sccc2nc(SCc2cc(=O)n3cc(Cl)ccc3n2)n1-c1ccc(F)cc1	0	3	-9	41	-6	-5	0.3	17	-0.2
2	Cc1nc2ccccc2c2oc(C(=O)NCC3CCCO3)cc12 (stereo not given)	-7	-2	-1	-8	6	-4	-0.1	21	-0.4
3	Cc1ccc2[nH]c(=O)c(CN(Cc3cccnc3)C(=O)c3ccncc3)cc2c1	-13	-6	-21	-6	-1	0	2.0	-1	0.3
4	CN(C(=O)Cc1c[nH]c2ccccc12)C(C(=O)Nc1ccc2c(c1)OCO2)c1ccccc1 (stereo not given)	-7	-8	0	8	-6	-2	1.3	1	-0.6
5	CCN(CC)C(=O)[C@H]1C[C@H](CC(=O)NCc2ccco2)C(=O)N2CCc3c([nH]c4cc(-c5ccco5)ccc34)[C@]12C	-2	-16	15	-3	-6	0	1.1	-21	-0.6
6	CCn1c(N)c(C(=O)N2CCOCC2)sc1=S	-5	-15	4	1	3	0	1.4	31	0.2
7	Cc1ccc(S(=O)(=O)Nc2ccccc2C(O)c2ccccc2)cc1 (stereo not given)	-9	-4	12	4	4	-1	0.2	14	-0.6
8	Cc1ccc(C(=O)NC2CCS(=O)(=O)C2)cc1S(=O)(=O)N1CCCC1 (stereo not given)	0	2	19	-4	-2	-3	0.7	7	0.0
9	C[C@]12CCC(=O)C=C1CC[C@@H]1[C@@H]2[C@@H](O)C[C@]2(C=O)[C@@H](C(=O)CO)CC[C@@H]12	0	-6	4	-3	4	-4	-1.1	10	-1.3
10	O=c1c(Cc2c(F)cccc2Cl)c(O)ccn1C1CCCCCC1	4	7	-11	-4	-5	-1	-1.5	1	0.1
11	Nc1nonc1-n1nnc(C(=O)N/N=C/c2ccc(OCc3ccccc3)cc2)c1COc1ccc(F)cc1	-9	2	13	4	-7	-3	-1.1	-3	1.2
12	O=S(=O)(c1cccs1)N1CCC(CO)(Cc2cccc(F)c2)CC1	3	7	-15	2	-2	-4	-0.4	12	-0.3
13	CC(=O)Oc1ccc(C2=Cc3ccc(OC(C)=O)cc3OC2C)cc1 (stereo not given)	0	-6	-7	15	-3	-2	1.1	-4	-0.2
14	CCOC(=O)NC(=S)Nc1ccc(OC)cc1	3	0	-17	0	1	-2	0.6	11	0.0
15	CCOC(=O)C1CCCN(Cc2cc(=O)oc3cc(C)c(C(C)C)cc23)C1 (stereo not given)	0	16	-1	14	-2	-8	0.0	15	-1.2
16	CCN1CCN(CCCNC(=O)C2CCN(c3nnc(-n4cccc4)s3)CC2)CC1	1	-6	1	-10	-1	-5	0.0	-6	-0.3
17	CN=c1scc(-c2ccccc2F)n1/N=C(\C)c1cccnc1	1	1	8	7	-1	-9	0.9	-7	-0.1
18	[O-]C(=C(C(=S)Nc1cccc2ccccc12)[n+]1ccccc1)c1ccc2c(c1)OCCO2	-1	8	6	-13	4	-5	·	-8	-0.6
19	CCOC1=C2[C@@H](CN(S(=O)(=O)c3ccc(C)cc3)[C@H]2c2ccccc2Cl)[C@H]2C(=O)N(Cc3ccccc3)C(=O)[C@H]2C1	2	5	2	20	-6	-1	-0.5	1	-0.4
20	CCOC(=O)c1ccc(NC(=O)CCNS(=O)(=O)c2cccs2)cc1	4	-2	-6	-3	-6	-1	-1.0	-8	-0.9
21	Cc1nc(N2CCN(c3ccccn3)CC2)c2c(C)c(C(=O)Nc3ccc(F)cc3Cl)sc2n1	-7	-3	12	25	-2	-2	0.8	23	-0.4
22	CCOc1ccc2[nH]c(=O)c(CN(Cc3cccs3)C(CC)c3nnnn3C(C)(C)CC)cc2c1 (stereo not given)	-3	-6	-9	-8	-4	-4	-1.7	12	-0.4
23	CC[C@H]1OC(=O)[C@H](C)[C@@H](O[C@H]2C[C@@](C)(OC)[C@@H](O)[C@H](C)O2)[C@H](C)[C@@H](O[C@@H]2O[C@H](C)C[C@H](N(C)C)[C@H]2O)[C@](C)(O)C[C@@H](C)[C@@H]2N[C@@H](COCCOC)O[C@H]([C@H]2C)[C@]1(C)O	-8	-15	0	-4	-2	-1	-0.7	-4	-1.1
24	O=C(CCc1nc(-c2ccccc2)no1)Nc1cc(C(F)(F)F)ccc1Cl	-1	6	-12	32	-2	1	0.4	5	-0.1
25	Cc1ccccc1NC(=O)CN1C(=O)NC2(CCCCCCC2)C1=O	-7	-7	14	-4	2	-1	0.9	-28	-0.4
26	O=C(CNC(=O)c1ccccc1)Oc1ccc([N+](=O)[O-])cc1	5	14	2	-2	-1	0	-0.8	1	-0.7
27	CCOC(=O)C1CCCN(C(=O)c2cc(-c3ccc(C)cc3)on2)C1 (stereo not given)	8	0	7	6	3	-8	-0.4	-6	-1.3
28	C[C@@H]1CN([C@H](C)CO)C(=O)c2cc(Br)cnc2O[C@@H]1CN(C)C(=O)C1CCOCC1	4	-2	9	-12	0	-4	0.3	2	-0.4
29	Cc1cc(N/N=C/c2ccccc2)nc(N)n1	3	-1	-2	-11	0	-9	1.8	3	-0.6
30	O=[N+]([O-])c1ccc(OCCO)nc1	-1	8	-12	-3	-1	-2	-1.1	-6	0.2
31	CN1CCN(CCC(=O)Nc2ccc(C3CCCC3)cc2)CC1	-4	8	-7	-4	1	0	-0.1	2	-0.5
32	O=C1/C(=C/c2ccccc2)N=C(N2CCOCC2)N1c1cccc(Cl)c1	3	-5	18	15	1	-3	1.1	-1	-0.3
33	O=C(NCC(c1ccco1)N1CCCC1)c1cc2ccccc2s1 (stereo not given)	-8	-19	-5	-2	2	-3	1.8	-4	0.2
34	O=C(Cc1cccs1)N[C@@H]1c2ccccc2CC[C@@H]1OCc1ccccc1	-1	-8	3	-3	1	-3	1.1	-5	-0.1
35	CC1(C)CC(=O)CC2(C1)NCC(c1ccccc1)c1c2[nH]c2ccccc12 (stereo not given)	-6	1	3	4	-4	-5	-0.6	-3	-0.5
36	CCOC(=O)COc1ccc(S(=O)(=O)NCc2ccco2)cc1	-7	1	-3	-10	1	-5	0.4	0	-1.0
37	CN(C(=O)c1ccc(NC(=O)Cc2cccc(NC(=O)C3CCCN(S(=O)(=O)c4cccc([N+](=O)[O-])c4)C3)c2)cc1)C1CC1 (stereo not given)	-10	0	12	28	3	-3	-1.5	1	-1.5
38	CCCCCc1ccc(C(=O)CCC(=O)OCC(=O)N(CC)c2c(N)n(Cc3ccccc3)c(=O)[nH]c2=O)cc1	-18	-27	19	0	2	1	-0.7	-15	-0.1
39	CC(NC(=O)OCc1ccccc1)C(=O)NCC(=O)NC(Cc1ccc(OC(C)(C)C)cc1)C(=O)OC(C)(C)C (stereo not given)	3	2	-3	6	-2	6	-0.4	-3	0.1
40	CCOc1ccc(N(CC(=O)Nc2c(C)cc(C)cc2C)C2=NC3CS(=O)(=O)CC3S2)cc1 (stereo not given)	3	5	0	9	5	-4	2.6	8	-0.1

# Sorted by the number under bovine MsrA act (descending): 5 of the compounds above.
item | smiles | eLon inh | NRP1-CendR mod | SKN-1 block | MT1-MMP act inh | bovine MsrA act | MsrA inhibitor | MLLE-PAM2 inh
39 | CC(NC(=O)OCc1ccccc1)C(=O)NCC(=O)NC(Cc1ccc(OC(C)(C)C)cc1)C(=O)OC(C)(C)C (stereo not given) | 3 | 2 | -3 | -2 | 6 | -0.4 | -3
24 | O=C(CCc1nc(-c2ccccc2)no1)Nc1cc(C(F)(F)F)ccc1Cl | -1 | 6 | -12 | -2 | 1 | 0.4 | 5
26 | O=C(CNC(=O)c1ccccc1)Oc1ccc([N+](=O)[O-])cc1 | 5 | 14 | 2 | -1 | 0 | -0.8 | 1
33 | O=C(NCC(c1ccco1)N1CCCC1)c1cc2ccccc2s1 (stereo not given) | -8 | -19 | -5 | 2 | -3 | 1.8 | -4
40 | CCOc1ccc(N(CC(=O)Nc2c(C)cc(C)cc2C)C2=NC3CS(=O)(=O)CC3S2)cc1 (stereo not given) | 3 | 5 | 0 | 5 | -4 | 2.6 | 8

# Reformatted screen by screen: entries from further up.
26) O=C(CNC(=O)c1ccccc1)Oc1ccc([N+](=O)[O-])cc1
25) Cc1ccccc1NC(=O)CN1C(=O)NC2(CCCCCCC2)C1=O
36) CCOC(=O)COc1ccc(S(=O)(=O)NCc2ccco2)cc1
Screen / compound no.,26,25,36
eLon inh,5,-7,-7
NRP1-CendR mod,14,-7,1
SKN-1 block,2,14,-3
FAS-TE inh,-2,-4,-10
MT1-MMP act inh,-1,2,1
bovine MsrA act,0,-1,-5
MsrA inhibitor,-0.8,0.9,0.4
MLLE-PAM2 inh,1,-28,0
Tb MetRS inh,-0.7,-0.4,-1.0

# (more compounds)
no.	compound	eLon inh	NRP1-CendR mod	SKN-1 block	FAS-TE inh	MT1-MMP act inh	bovine MsrA act	MsrA inhibitor	MLLE-PAM2 inh	Tb MetRS inh
41	CC(NCC(=O)NC(=O)NC1CCCC1)c1ccc(Cl)cc1Cl (stereo not given)	2	13	23	4	-5	2	2.5	22	-0.3
42	Cc1ccc(C(=O)Nc2ccc(S(=O)(=O)N3CCN(C)CC3)cc2)o1	4	9	3	-5	4	-3	·	3	-0.7
43	CC1C(=O)N(Cc2cn(Cc3ccco3)nn2)CCS(=O)(=O)N1Cc1ccc(-c2ccc(Cl)cc2)cc1 (stereo not given)	-2	4	12	12	-3	1	0.4	-13	-0.4
44	Cc1ccc(F)cc1NCC(=O)Nc1ccc(Cl)cc1F	-4	-2	-7	-1	3	-4	0.2	8	-0.4
45	COc1ccc(N2C(=O)CC(N3CCC(c4nc5ccccc5[nH]4)CC3)C2=O)cc1 (stereo not given)	-4	-6	-3	-6	10	-5	0.3	4	1.1
46	O=c1c(S(=O)(=O)c2ccc(Cl)cc2)cn(Cc2cccc(F)c2)c2ccc(F)cc12	-9	-10	-17	70*	-7	-11	0.6	3	-0.9
47	CN1C(=O)[C@H](Cc2ccc([N+](=O)[O-])cc2)NC1=S	10	0	3	-5	1	0	0.1	-97	0.0
48	CC(O)c1nc2ccccc2n1CCCOc1ccccc1 (stereo not given)	2	15	-10	-7	-5	-11	0.4	19	-0.6
49	CCC(=O)Nc1sc2c(c1C(N)=O)CCN(Cc1ccccc1)C2	-16	-3	9	-12	-10	-2	0.9	3	-0.4
50	CC1CN(S(=O)(=O)c2ccc(C(=O)N(CCCN(C)C)c3nc4cc5c(cc4s3)OCCO5)cc2)CC(C)O1 (stereo not given)	1	-1	-9	-2	-2	-1	-0.1	-13	-0.4
51	COc1ccc([C@H]2/C=C\CN(C(=O)C3CCCC3)[C@@H](C)C(=O)N2Cc2ccc(F)cc2)cc1	6	23	13	21	-6	-1	-0.5	-2	-0.5
52	COc1ccc(S(=O)(=O)N2CCOCC2)cc1NC(=O)c1cc2c(s1)CCCC2	-3	-3	9	35	-1	-3	-0.2	3	-0.3

# Bioassay records as filed in PubChem BioAssay.
